# Screens: PubChem BioAssay, several laboratories
# S1P3 ag – agonists of human S1P3 receptor | S1P3 NFAT-BLA reporter cells, agonism, FRET ratio; relative to 1 µM S1P, basal subtracted | activation, % at 4.5 µM | 0.1% of 60,000 active | AID 373;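 active means activation above the screen-wide mean plus 3 SD, cut at about 4.5% in these data, passing the limit was not always enough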; further: some compounds called inactive have numbers as strong as hits
#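 Assay system: stable CHO line with human S1P3, Gα16, NFAT-BLA reporter; Detection: FRET β-lactamase substrate fluorescence, excitation 405 nm, 460/535 nm emission ratio, background-subtracted; Read-out: percent activation versus median 1 µM S1P response, basal-subtracted, per plate; Incubation: cells plated overnight, compound 4 h 37 °C, substrate 2 h RT.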
# TNAP act mid DEA – human TNAP activation, intermediate phosphate acceptor; P05186; purified TNAP, CDP-star luminescence, 100 mM DEA, 30 min; stronger effect = higher value; scale: 0 levamisole-inhibited, 1 vehicle-only enzyme; activation factor at 20 µM; 64,000 tested, under 10 active; AID 813;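 active means activation factor of at least 2 at 20 µM, relative to controls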
# Target sequence (P05186 whole entry, looked up): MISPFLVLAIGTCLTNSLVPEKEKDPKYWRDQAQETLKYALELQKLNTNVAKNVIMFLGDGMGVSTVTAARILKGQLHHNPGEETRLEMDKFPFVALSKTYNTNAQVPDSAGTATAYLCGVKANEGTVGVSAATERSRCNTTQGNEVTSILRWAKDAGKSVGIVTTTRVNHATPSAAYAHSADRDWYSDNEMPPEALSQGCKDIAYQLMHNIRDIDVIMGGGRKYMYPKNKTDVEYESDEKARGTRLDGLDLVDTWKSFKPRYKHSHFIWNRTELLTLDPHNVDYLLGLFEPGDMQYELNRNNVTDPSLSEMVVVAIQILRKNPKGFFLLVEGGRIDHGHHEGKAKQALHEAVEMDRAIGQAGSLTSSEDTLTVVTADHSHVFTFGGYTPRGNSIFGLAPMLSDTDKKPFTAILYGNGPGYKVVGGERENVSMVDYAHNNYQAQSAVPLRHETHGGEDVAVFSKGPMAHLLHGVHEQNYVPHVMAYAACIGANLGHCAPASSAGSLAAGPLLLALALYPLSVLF
# E coli RNAP – Escherichia coli RNA polymerase inhibition. E. coli RNA polymerase, fluorescence transcription assay. inhibition, %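 (tested at 10 µM)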. 0.2% of 62,000 active; in the data active means inhibition above about 20%;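 further: 0% = enzyme without compound and 100% = no enzyme blank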
# S1P1 ag-PAM – agonists and agonism potentiators of human S1P1 receptor | P21453 | S1P1 CRE-bla cells, forskolin, beta-lactamase FRET, potentiator mode; S1P1 agonist co-added at EC20, 2 nM; 100% = saturating reference agonist, 0% = basal | activation, % at 9.5 µM | 0.57% of 56,000 active | AID 449;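 active means activation above a cutoff set at the mean activation of all tested compounds plus 3 SD, cut at about 54% in these data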;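 further: forskolin at 4 µM as EC80 and the EC20 agonist is SEW2871; 100% = SEW2871 at its EC100 plus forskolin at EC80; some compounds past the cut are filed as inactive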
# Target sequence (P21453 whole entry, looked up): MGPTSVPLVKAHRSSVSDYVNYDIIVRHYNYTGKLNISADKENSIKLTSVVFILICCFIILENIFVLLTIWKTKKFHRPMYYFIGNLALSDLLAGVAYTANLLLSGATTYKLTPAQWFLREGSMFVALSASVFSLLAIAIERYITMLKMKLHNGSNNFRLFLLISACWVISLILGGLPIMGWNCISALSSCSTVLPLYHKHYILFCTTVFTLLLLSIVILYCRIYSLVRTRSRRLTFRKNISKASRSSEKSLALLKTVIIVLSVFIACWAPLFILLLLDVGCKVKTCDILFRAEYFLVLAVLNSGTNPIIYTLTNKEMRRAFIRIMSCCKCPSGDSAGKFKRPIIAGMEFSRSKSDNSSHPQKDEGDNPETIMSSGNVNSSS
# D1 mod – allosterically modulates the human D1 dopamine receptor. P21728. HEK293 D1, CRE-luciferase, dopamine EC30 potentiation; actives deviate in either direction. B-score at 10 µM. 5.9% of 58,000 active. AID 641;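 active means luminescence count or its row- and column-corrected plate score outside the 99.7% band of the plate's sample wells, on either side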
# HEK293 NFkB inh – lowers PMA/ionomycin-induced NF-kB signal in HEK293 cells; HEK-293 NF-kB luciferase reporter, luminescence; 0.21% of 62,000 active; inhibition, % at 3 µM;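 active means inhibition above the mean of all tested compounds plus 3 SD, cut at about 40% in these data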;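 further: 0% = stimulated DMSO wells and 100% = 10 µM reference inhibitor 5653914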
#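 Reagent: PMA plus ionomycin mix as NF-kB-activating stimulus. Assay system: NF-kB luciferase reporter HEK-293 cells. Technique: luminescence from luciferase substrate reagent. Incubation: 1 h compound pre-incubation, 16 h PMA/ionomycin at 37 °C. Benchmarks: DMSO only as uninhibited control, 10 µM reference inhibitor as full inhibition. Repeats: tested once.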
# M1 antagonist – M1 muscarinic receptor (rat) antagonism; 3.4% of 64,000 active; P08482; B-score at 10 µM; AID 628; CHO-M1 cells, Fluo-4 calcium, ACh EC80 antagonist mode; stronger effect = lower value;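 active means calcium fluorescence response, raw or row-and-column corrected B-score, differing from the plate sample mean either way at a set confidence level, mostly lower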
# M1 ag – M1 muscarinic receptor agonism; CHO-M1 cells, Fluo-4 calcium fluorescence, agonist mode; stronger effect = higher value; B-score at 10 µM; AID 626; 3% of 64,000 active;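 active means fluorescence rise, raw or as B-score row- and column-corrected plate score, outside the 99.7% band of its plate's samples, either direction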
# Jurkat tox 60K – reduces viability or proliferation of Jurkat cells | AID 463 | Jurkat E6.1 viability, ATP luminescence, 48 h | 1.2% of 56,000 active | inhibition, % at 4 µM;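 active means inhibition above the mean inhibition of all tested compounds plus 3 SD, cut at about 28% in these data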
# Numbers without * were called inactive; / = not tested or not shown.
# The line under a structure holds: S1P3 ag, TNAP act mid DEA, E coli RNAP, S1P1 ag-PAM, D1 mod, HEK293 NFkB inh, M1 antagonist, M1 ag, Jurkat tox 60K
CC(=O)COC(=O)c1cccc(N2C(=O)C3C4C=CC(C4)C3C2=O)c1 (configuration not stated)
    -0.9, 1.1, 5, -1, -0.019, 5, -1.6, -0.44, 8
O=C1c2oc3ccc(Br)cc3c(=O)c2C(c2cccc(F)c2)N1CCO (configuration not stated)
    0.4, 0.9, 2, -7, -0.88, 14, -0.68, -0.59, -6
CCCC12CN3CC(C)(CN(C1)C3c1ccc(OC(C)C)cc1)C2=O (configuration not stated)
    -0.7, 1, 11, -4, 0.053, 15, -1.1, 0.2, -6
Cc1cc(Cl)c(S(=O)(=O)Nc2ccon2)cc1OCC(=O)NC1CCCCC1
    -1.4, 1, 0, 7, 0.0052, 14, 0.53, 0.58, 14
COC(=O)CSc1nnc2c(C)cc3cc4c(cc3n12)OCCO4
    -0.8, 0.8, 7, 9, 0.66, 14, 0.021, -0.00083, -7
O=C(CSc1nc2ccccc2nc1SCC(=O)N1CCCCC1)N1CCCCC1
    -1.3, 1, 0, 14, 0.13, 12, -0.61, 0.97, -1
CC1Cc2ccccc2N1C(=O)C12CCC(C)(C(=O)C1)C2(C)C (configuration not stated)
    -0.5, 1, 9, /, -0.076, -10, -0.91, 1.5, -5
CCc1ccc2oc(=O)cc(CN3CCOCC3)c2c1
    -1.5, 0.9, 3, -14, 5.9*, 1, -0.58, 0.27, -2
Cn1ccnc1C(=O)c1cc(=O)c2ccccc2o1
    -0.4, 1, 4, -29, -1.3, 4, 0.28, 0.26, -4
CCCc1cc(=O)[nH]c(SCC(=O)N(C)Cc2ccccc2)n1
    0.6, 1, 2, -7, 0.33, 5, -0.61, 0.48, 7
COCCn1c(N)c(S(=O)(=O)c2cccs2)c2nc3ccccc3nc21
    1.2, 0.9, -14, -10, -0.33, 12, 0.32, -0.051, -8
Cc1ccc2c(CC(=O)OCc3nc(N)nc(Nc4ccccc4C)n3)coc2c1
    -0.7, 0.9, /, 7, 0.4, 7, 0.55, -1.3, 4
Cc1noc(C)c1S(=O)(=O)N(CC(=O)N1CCc2ccccc21)c1ccc(C(C)C)cc1
    -0.4, 0.9, 10, -17, 0.31, 5, 0.23, 0.5, 3
CN(C)S(=O)(=O)c1ccc(S(=O)(=O)N(CC(=O)Nc2ccccc2)CC2CCCO2)cc1 (configuration not stated)
    -1.8, 0.8, -4, 2, -0.023, 14, -0.47, -0.19, 4
N#CC1=C2SCN(Cc3ccco3)CN2C(=O)CC1c1c(F)cccc1Cl (configuration not stated)
    0.1, 0.9, 4, -12, -0.73, 10, -0.62, -0.95, -4
CCCC1(c2ccccc2)NC(=O)N(CC(=O)c2[nH]c(C)c(C(=O)OCC)c2C)C1=O (configuration not stated)
    -0.8, 0.9, 1, -32, 7*, 5, 0.75, 0.35, -3
Cc1cc(OCC(=O)N2CCOCC2)ccc1NC(=O)C1CCCCC1
    0.5, 1, 0, /, 0.085, 10, -0.16, 0.4, 3
C=CCn1c(SCn2nnc3ccccc3c2=O)nnc1-c1ccc(F)cc1
    -0.7, 1, 8, 4, 1, 25, 0.35, -2.2, 5
COc1ccc(CNC(=O)C(C)N(Cc2ccco2)C(=O)c2snc(C(N)=O)c2N)cc1 (configuration not stated)
    -0.7, 1, 1, 12, 0.24, 18, 0.77, 0.43, -4
COc1ccc(CNC(=O)C2CSCCS2)cc1 (configuration not stated)
    0.0, /, 13, 3, 0.18, 12, 0.57, -0.44, -6

# Grouped by structure, the entries above with an aryl methoxy group (2)
# The line under a structure holds: S1P3 ag, TNAP act mid DEA, E coli RNAP, S1P1 ag-PAM, D1 mod, HEK293 NFkB inh, M1 antagonist, M1 ag, Jurkat tox 60K
COc1ccc(CNC(=O)C(C)N(Cc2ccco2)C(=O)c2snc(C(N)=O)c2N)cc1 (configuration not stated)
    -0.7, 1, 1, 12, 0.24, 18, 0.77, 0.43, -4
COc1ccc(CNC(=O)C2CSCCS2)cc1 (configuration not stated)
    0.0, /, 13, 3, 0.18, 12, 0.57, -0.44, -6

# Remaining list, next part:
# The line under a structure holds: S1P3 ag, TNAP act mid DEA, E coli RNAP, S1P1 ag-PAM, D1 mod, HEK293 NFkB inh, M1 antagonist, M1 ag, Jurkat tox 60K
O=C(NCc1ccccc1F)c1cccs1
    -1.2, 0.9, /, -31, /, 11, /, /, 8
COc1cc(S(=O)(=O)N2CCCC3(CCCCC3)C2)ccc1-n1cnnn1
    -0.1, 1, 4, -36, -0.27, 15, -0.12, -0.34, -4
Cc1ccccc1Cn1cnc2c(cnn2C(C)(C)C)c1=O
    -0.9, /, 11, -28, 2.1, 16, -0.16, -0.62, -6
O=C1C(=O)N(CCN2CCOCC2)C(c2ccccn2)/C1=C(/O)c1ccc(F)cc1 (configuration not stated)
    0.9, 0.9, 13, 12, -0.22, /, 0.099, -0.65, /
COc1cccc(C(=O)N(Cc2cc3cc(C)ccc3[nH]c2=O)C(C)C)c1
    0.6, 0.9, 6, -1, 1, 16, -0.09, 0.59, -2
O=C(COC(=O)CNS(=O)(=O)/C=C/c1ccccc1)NC1CCS(=O)(=O)C1 (configuration not stated)
    -0.2, 1, 7, -1, -0.7, -6, 0.72, -0.9, -2
CC(C)(C)OC(=O)c1c(N)n(CCCN2CCCC2=O)c2nc3ccccc3nc12
    -0.1, 1, -13, -12, -0.58, 12, -1.1, 2.3, -5
CN(CC(=O)NCc1ccc2c(c1)OCO2)S(=O)(=O)c1ccc(Br)s1
    /, 0.8, 7, /, /, -3, -1.1, 0.81, /
Cc1c(C(=O)N2CCN(C(=O)c3ccco3)CC2)sc2nc(-c3ccc(F)cc3)cn12
    -1.6, 1, 8, -6, 0.053, 18, 0.27, -1, 4
CC(C)c1cc(=O)oc2c3c4c(cc12)CCCN4CCC3
    0.4, 1.2, -3, -18, 0.66, 22, -0.15, 106*, 2
CN1CCN(S(=O)(=O)c2ccc(-c3ccc(Cl)cc3)cc2)CC1
    -0.5, 0.9, 3, -11, -4.9*, 21, 0.82, -0.051, 1
CCOC(=O)CCn1c(CC(=O)OCC)nc2ccccc21
    -0.6, 1, 5, -15, 0.089, 1, 0.33, 0.0058, -2
Cc1c(CCC#N)c(N2CCCCC2)n2c(nc3ccccc32)c1C#N
    -1.7, 0.9, 5, -16, 3, /, -0.088, 1.6, /
O=C(Nc1ccccc1)NC1(C(=O)NCc2ccco2)CCCCC1
    -0.3, 1, 7, -16, -0.26, 14, 0.0036, 0.78, 3
O=C1CN(C(=O)c2ccc(Br)o2)C(c2ccc(F)cc2)c2cc(Cl)ccc2N1 (configuration not stated)
    -0.7, 0.9, 8, -27, 1.3, 22, -0.84, 2.8*, -4
C=C(C)C1CCC(C)=C1COC(=O)Nc1ccccc1 (configuration not stated)
    -0.4, 0.8, 12, -28, -1, 17, -0.024, 0.043, -1
COc1ccc(CCNC(=O)C2CCN(S(=O)(=O)N3CCCCCC3)CC2)cc1OC
    0.0, 1, 2, 2, -0.91, 4, -0.026, 0.19, 0
Cc1onc(-c2ccccc2Cl)c1C(=O)NCc1ccco1
    -0.5, 0.9, 13, -3, /, 8, -0.11, -0.14, -2
Brc1[nH]nc2ccccc12
    /, 0.9, 4, /, 0.021, -2, 0.34, -0.44, /
O=C(c1ccc(Br)s1)N1CCN(Cc2ccc3c(c2)OCO3)CC1
    -0.5, 0.9, /, 7, -1.4, 8, -0.74, -0.4, 7
CC(C)(C)c1ccc(OCC(=O)NC2CCS(=O)(=O)C2)cc1 (configuration not stated)
    -0.6, 0.9, 0, 6, -0.075, 14, 0.52, -0.91, 11
c1cc2c(cc1Cn1cnnn1)OCO2
    -0.5, 0.9, 3, 0, -0.1, 1, 0.27, -0.023, 10
CCOC(=O)C1CCCN(C(=O)c2cc(-c3ccc(C)cc3)on2)C1 (configuration not stated)
    -0.4, 0.9, 5, 4, -0.36, -14, -1.1, -2.4, -6
CCOC(=O)C1=C(N)N2C(=O)C(C)SC2=C(C(=O)OCC)C1c1ccccc1 (configuration not stated)
    -1.7, 1, 9, 4, -0.33, 17, -0.7, -0.9, -6
COc1ccccc1-c1nnc(SCC(=O)N2CC(C)CC(C)C2)o1 (configuration not stated)
    0.0, 0.9, 5, -4, -0.22, 17, 0.84, 0.44, 1
CC(C)[C@@H](C(=O)NCC1CCC(C(=O)O)CC1)n1nnc2ccccc2c1=O (some centres not stated)
    -1.2, 1.1, /, -4, -0.8, 10, -0.46, -0.52, -2
COCC(=O)Nc1nc(-c2ccccc2)ns1
    0.1, /, /, -44, -0.091, 21, 0.33, -1.5, 6
CC1CCC(C(=O)NC(C(=O)N2CCN(c3ccccn3)CC2)C(C)C)CC1 (configuration not stated)
    -0.4, 1, 0, -1, -0.065, 19, 1.3, 0.15, -2
Cn1c(C(=O)OC(C(=O)NC2CCCCC2)c2ccncc2)cc2sccc21 (configuration not stated)
    -1.8, 0.9, 8, 10, 0.064, 8, 0.54, 0.59, -4
Cn1c(=O)[nH]c(=O)c2c1nc(N1CCCCCC1)n2CCN1CCCCCC1
    /, 0.9, 3, /, 0.38, 20, -1.1, 0.56, /
COc1ccccc1CNc1ccc(N2CCCCC2)cc1
    -1.0, 1, 0, -2, -1.5, -12, -4.4*, -0.0024, 6
O=C(NCCCN1CCC(Cc2ccccc2)CC1)C1CCC(=O)N1C1CCCC1 (configuration not stated)
    -1.3, 1, 0, 11, -1.1, 4, -1.2, 0.31, 3
CC(C)(C)NC(=O)CN(C(=O)c1ccc(CN2CCOCC2)o1)c1ccc2c(c1)OCCO2
    -0.2, 1.1, 10, 2, /, 9, -1.1, 0.29, -3
O=C(NCc1ccccc1)NC1(C(=O)N2CCN(c3ccccc3)CC2)CCCCC1
    0.5, 1, 6, -4, 1.1, 8, 0.15, -0.37, -3
COc1ccc(C2C(=O)N(C3CCCCCC3)CC(=O)N2Cc2ccccc2)cc1OC (configuration not stated)
    /, 0.9, 8, /, 1.2, 18, 0.15, 0.47, /
Cc1ccc(CNC(=O)c2ccccc2NC(=O)CSc2nnnn2C)cc1
    -0.4, /, 11, 16, 0.15, 10, -0.68, -0.37, 7
Nc1cc(Cl)ccc1Oc1ccccc1
    0.1, 0.9, 7, 4, /, 20, /, /, 1
O=C(Cc1ccccc1)Nc1ccc(NC(=O)C2CC2)nc1
    -0.3, 0.9, 5, 11, 0.084, -10, 0.93, -0.91, 7
Cc1cccc(-c2c3c(=O)n(C)c(=O)n(C)c3cn2-c2ccc(O)cc2)c1
    0.5, 0.8, 4, -23, 4.1, 10, -0.082, 0.23, -3
CCOC(=O)C1CCN(c2c(NCCN3CCN(c4ccccc4)CC3)c(=O)c2=O)CC1
    0.6, 0.9, 4, -10, -1.3, -1, 0.11, -0.42, -7
Cc1ccc2cc(CN(Cc3ccc(F)cc3)Cc3nnnn3C3CCCC3)c(=O)[nH]c2c1
    0.0, 0.9, 8, -2, 0.0071, 14, 0.71, -1.2, 0
O=C(Nc1ccon1)c1csc2c1CCCC2
    0.2, 0.9, 2, 0, 0.97, 9, 0.18, 1.1, -15
Cc1ccc(CN2C(=O)CSc3ccc(C(=O)NCCN4CCOCC4)cc32)cc1
    -1.4, 0.9, -2, -3, 0.0013, 16, -0.85, -0.43, 10
O=C(CNS(=O)(=O)c1cccs1)Nc1ccc2c(c1)OCCO2
    /, 1, 1, /, 0.029, 9, -0.26, 0.33, /
c1ccc(-c2nn3c(-c4ccco4)nnc3s2)nc1
    -0.4, 1, -7, -2, 1.1, -5, 1.4, 1.1, 11
